Bioassay records: PubChem, National Center for Advancing Translational Sciences (NCATS)
TDP-43 yeast inh = rescues yeast growth from TDP-43 toxicity. actives 1.8% (n = 410,000). TDP-43 expressing yeast growth rescue, BacTiter-Glo, 24 h. Potency, µM (titrated, usually from 46.1 µM), inactives show at the top dose growth rescue (activation), hits mostly activators; further: potency means the concentration at half of the fitted maximal effect; % of control where 0% means no effect; nearly all actives have a fitted effect of over 50% in size
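Readout is BacTiter-Glo luminescence of cell growth, so inhibitors register as activators. TDP-43-expressing yeast at OD600=0.02 in galactose medium, after raffinose pregrowth to mid-log, were incubated with compound for 24 hr at 30 deg C.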
GLP-1R inv ag = inverse agonists of human GLP-1 receptor. HEK293 GLP-1R CRE-luciferase, luminescence, 24 h; GLP-1R form is constitutively active. Potency, µM (series often up to 38.3 µM), inactives show at the highest dose activity change, negative = inhibition, most hits filed as inhibitors. actives 1.6% (n = 410,000). AID 624417; further: potency means the concentration at half of the fitted maximal effect; on the % scale 0 is the no-effect control and ±100 the full control effect; nearly all actives have a fitted effect of over 55% in size
Target sequence (P43220 whole entry, looked up): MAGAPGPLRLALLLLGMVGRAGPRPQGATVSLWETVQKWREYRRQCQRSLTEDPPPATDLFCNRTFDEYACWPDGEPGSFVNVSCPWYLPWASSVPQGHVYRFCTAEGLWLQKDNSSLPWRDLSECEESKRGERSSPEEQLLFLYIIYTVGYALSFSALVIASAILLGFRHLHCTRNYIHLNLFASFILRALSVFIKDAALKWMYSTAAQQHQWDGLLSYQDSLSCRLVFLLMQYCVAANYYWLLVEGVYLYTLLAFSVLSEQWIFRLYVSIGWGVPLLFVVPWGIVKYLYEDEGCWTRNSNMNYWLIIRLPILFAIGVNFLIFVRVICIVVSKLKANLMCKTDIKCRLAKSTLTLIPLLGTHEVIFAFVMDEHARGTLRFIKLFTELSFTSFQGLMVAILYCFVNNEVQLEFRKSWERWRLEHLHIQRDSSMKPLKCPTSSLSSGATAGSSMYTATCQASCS
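Luminescence readout: a drop in cAMP-driven luciferase signal flags inverse agonism at a constitutively active GLP-1R stably expressed in HEK293. Compound exposure lasted 24 hr at 37 deg C, 5% CO2.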
FUS yeast rescue = suppressors of FUS proteinopathy in yeast; S. cerevisiae FUS-expressing, growth rescue, OD600, 24 h; Potency, µM (series often up to 76.6 µM), inactives show top-dose growth rescue (activation), usual class: activators; actives 0.24% (n = 390,000);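 further: potency means the concentration at half of the fitted maximal effect; plate controls were DMSO vehicle for no effect and reference control for full effect; nearly all actives have a fitted effect of over 55% in size; some results filed as inactive show a strong effect at the top dose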
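Yeast expressing FUS under galactose induction, OD 0.005 in 2% galactose medium; compounds in a dilution series, 24 h at 30C. Growth rescue by absorbance at 600 nm; CP55940 positive control, DMSO negative.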
aSyn rescue = alpha-synuclein toxicity inhibition in yeast | Potency, µM (doses to about 46.1 µM), inactives show top-dose growth rescue (activation), actives largely listed as activators | actives 0.14% (n = 370,000) | Yeast expressing alpha-synuclein, growth rescue, BacTiter-Glo, 24 h | AID 652106; further: potency means the concentration at half of the fitted maximal effect; % of control where 0% means no effect; nearly all actives have a fitted effect of over 65% in size
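Rescue of yeast growth: cells expressing toxic alpha-synuclein, induced in galactose at OD600 0.02, incubated with compound 24 h at 30 C. ATP luminescence quantified growth; inhibitors of toxicity appear as activators.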
Mm-Cpn inhibitor = inhibitors of Methanococcus maripaludis chaperonin (MmCpn) | purified Mm-Cpn ATPase, ADP Transcreener TR-FRET | Potency, µM (doses to about 76.9 µM), inactives show at the top dose activity, negative = inhibition, actives largely listed as inhibitors | actives 0.031% (n = 330,000) | AID 504842; further: potency means the concentration at half of the fitted maximal effect; on the % scale 0 is the no-effect control and ±100 the full control effect; nearly all actives have a fitted effect of over 80% in size
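Compound-treated chaperonin, 25 nM final, turns over 10 uM ATP at 37°C for 30 min following a 10 min preincubation; ADP generated competes with ADP-d2 for Eu-cryptate antibody, lowering FRET.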
Abeta rescue = compounds reversing amyloid beta toxicity in yeast. yeast expressing A-beta42, growth rescue, OD600, 48 h; response scale: 0% DMSO, 100% iron-clioquinol control. Potency, µM (series often up to 46.1 µM), for the others: at the highest dose growth rescue, hits mostly activators. actives 0.063% (n = 410,000). AID 1347071; further: potency means the concentration at half of the fitted maximal effect; nearly all actives have a fitted effect of over 55% in size
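Growth rescue measured by 600 nm absorbance after 48 h yeast culture at 30 C with compound. Values normalized between DMSO and an equimolar ferric chloride plus clioquinol control.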
GLP1R cytotox = cytotoxicity counter-screen for GLP-1 receptor inverse agonists. actives 0.13% (n = 410,000). Potency, µM (highest dose often 38.3 µM), for inactives: at the highest dose activity change, negative = inhibition, actives largely listed as inhibitors. AID 624418. HEK293 cAMP-luciferase reporter cells, luminescence, 24 h;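 further: loss of luciferase light is scored as toxicity; potency means the concentration at half of the fitted maximal effect; on the % scale 0 is the no-effect control and ±100 the full control effect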
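Compound-treated cells are incubated 24 hr at 37 deg C under 5% CO2 after a 12 hour attachment period, then luciferase detection reagent is added and luminescence is measured following 12 min at room temperature; lowered signal indicates toxicity.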
PTHR1 agonist = agonists of human PTHR1 parathyroid hormone receptor; Q03431; HEK293 GP2 PTHR1 cells, GloSensor cAMP luminescence, 1 h; Potency, µM (series often up to 115 µM), for the others: at the top dose activation, usual class: activators; actives 0.075% (n = 410,000); further: potency means the concentration at half of the fitted maximal effect; nearly all actives have a fitted effect of over 55% in size; some results filed as inactive show a strong effect at the top dose; inactives centre near -15; many of its hits are not listed in these tables
Target sequence (Q03431 whole entry, looked up): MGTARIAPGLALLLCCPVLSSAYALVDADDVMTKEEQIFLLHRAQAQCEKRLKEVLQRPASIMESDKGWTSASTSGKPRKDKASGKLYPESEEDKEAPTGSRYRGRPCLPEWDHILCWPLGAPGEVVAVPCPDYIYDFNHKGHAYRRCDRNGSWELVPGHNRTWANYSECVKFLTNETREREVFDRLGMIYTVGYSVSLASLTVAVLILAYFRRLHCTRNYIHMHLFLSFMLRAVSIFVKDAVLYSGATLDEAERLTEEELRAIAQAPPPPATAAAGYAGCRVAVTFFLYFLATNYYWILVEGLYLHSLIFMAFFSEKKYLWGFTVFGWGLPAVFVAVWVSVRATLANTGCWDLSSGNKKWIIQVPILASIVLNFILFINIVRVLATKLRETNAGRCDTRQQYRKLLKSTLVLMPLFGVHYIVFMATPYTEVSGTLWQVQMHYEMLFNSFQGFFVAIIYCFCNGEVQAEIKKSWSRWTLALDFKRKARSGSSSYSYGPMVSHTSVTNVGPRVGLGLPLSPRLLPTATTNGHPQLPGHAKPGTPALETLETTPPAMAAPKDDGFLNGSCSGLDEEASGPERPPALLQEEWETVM
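HEK-293-derived GP2 cells expressing PTHR1 and a GloSensor cAMP reporter, 3,000/well, plated overnight, given luciferin plus IBMX (each 0.5 mM as added) for 1 h at 37 °C, then compound for 1 h at 37 °C. Luminescence was read after 15 min at room temperature.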
pAkt inh = blocks phosphorylation of Akt | Neuro2A IGF-stimulated pAkt S473 HTRF, 20 min; stronger effect = lower value | activity change, % for hits at 50 µM | actives 0.32% (n = 360,000); in the data active means activity change below about -80%; inconclusive means mostly about -51% to -80%; further: on the % scale 0 is the no-effect control and ±100 the full control effect
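Single-point screen (50 µM final compound) in Neuro2A cells stimulated 20 min with 6 nM IGF at 37 deg C. After lysis, Ser473-phosphorylated Akt read by HTRF (ex 330 nm, em 615/665 nm) as the 665/615 ratio.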
* marks the source's active call; other numbers are inactive results; i = inactive; ? = inconclusive; / = no result given; [ ] = dose if it differs, or a comment. Unless noted, the call rests on the fitted dose curve; in most records, active means well fitted curve in the direction sought with a large enough effect; inconclusive means small, poorly fitted or top-dose-only effect, or another doubt; inactive means no such curve, though single readings can be large; an effect the other way counts as inactive or inconclusive.

SMILES	TDP-43 yeast inh	GLP-1R inv ag	FUS yeast rescue	aSyn rescue	Mm-Cpn inhibitor	Abeta rescue	GLP1R cytotox	PTHR1 agonist	pAkt inh
COC(C(=O)NNC(=O)CCc1ccccc1)c1ccccc1 (stereo not given)	-2%	3%	-4%	2%	1%	11%	-9%	i	i
CC(=O)c1cc(C(=O)Nc2cccc(C)c2)c2ccccn12	0%	-25%	13%	/	/	-11%	-2%	i	/
CC(C)c1ccc(NS(=O)(=O)c2ccc3[nH]cc(C(=O)NCC4CCCO4)c(=O)c3c2)cc1 (stereo not given)	28%	11%	?	/	/	3%	-5%	i	/
COCCn1c(SCC(=O)N2CC(C)OC(C)C2)nc2c([nH]c3ccccc32)c1=O (stereo not given)	5%	9%	28%	-5%	0%	6%	-5%	-1%	i
O=C(Nc1ccc2c(c1)CCC2)c1ccccc1Br	9%	?	-17%	-2%	-2%	3%	2%	-28%	i
CC(=O)N1CCCc2cc(S(=O)(=O)N(CCN(C)C)Cc3ccccc3)ccc21	3%	33%[activator]	17%	/	/	1%	-16%	9%	/
Cc1cc(C)c(S(=O)(=O)NCC(c2ccco2)S(=O)(=O)c2cccs2)c(C)c1 (stereo not given)	?	?	?	/	/	-21%	-15%	-11%	/
CCOC(=O)c1ccc(N/N=C/c2cc(Br)cc([N+](=O)[O-])c2O)cc1	-9%	-10%	25%	-7%	2%	-11%	9%	-24%	i
CC(=O)NC(c1ccc(F)c(F)c1)c1nc(-c2ccc(F)c(Cl)c2)cs1 (stereo not given)	23%	-26%	-7%	5%	/	-2%	-3%	i	i
COc1ccccc1OCC(=O)NCC1CCCN(Cc2cnn(C)c2C)C1 (stereo not given)	-1%	2%	/	-1%	-2%	-4%	-5%	13%	i

Profiles, looked up by structure. Order of values: TDP-43 yeast inh | GLP-1R inv ag | FUS yeast rescue | aSyn rescue | Mm-Cpn inhibitor | Abeta rescue | GLP1R cytotox | PTHR1 agonist | pAkt inh
Entry for CC(C)c1ccc(NS(=O)(=O)c2ccc3[nH]cc(C(=O)NCC4CCCO4)c(=O)c3c2)cc1 (stereo not given) : 28% | 11% | ? | / | / | 3% | -5% | i | /
Entry for COC(C(=O)NNC(=O)CCc1ccccc1)c1ccccc1 (stereo not given) : -2% | 3% | -4% | 2% | 1% | 11% | -9% | i | i
Entry for Cc1cc(C)c(S(=O)(=O)NCC(c2ccco2)S(=O)(=O)c2cccs2)c(C)c1 (stereo not given) : ? | ? | ? | / | / | -21% | -15% | -11% | /

(next part)
SMILES	TDP-43 yeast inh	GLP-1R inv ag	FUS yeast rescue	aSyn rescue	Mm-Cpn inhibitor	Abeta rescue	GLP1R cytotox	PTHR1 agonist	pAkt inh
COc1ccc(C)cc1NC(=O)Nc1nnc(N2CCCCC2)s1	25%[9.22 µM]	4%	-6%	/	/	-14%	4%	-4%	/
Cc1nnc(SCC(=O)Nc2ccccc2)n1CCc1ccccc1	-10%	0%	-3%	5%	0%	6%	10%	i	i
Cc1cc(C)n2c(SCC(=O)NC3CCCCC3C)nnc2n1 (stereo not given)	1%	39%[activator]	-4%	3%	-1%	-8%	3%	-23%	i
CCCCOC(=O)c1ccc(NC(=O)c2cc3c(=O)n4cccc(C)c4nc3n2C)cc1	?	6%	-23%	/	/	-4%	10%	-5%	/
O=C(O)c1cc(NCc2ccccc2)ccc1N1CCOCC1	7%	4%	6%	7%	-4%	4%	1%	i	i
Cn1c(N)c(C(=O)CSc2nc(C3CC3)n(-c3ccccc3)n2)c(=O)n(C)c1=O	-16%	27%	1%	-3%	0%	0%	5%	-11%	i
O=C(c1ccccc1)N1CCN(CC(O)COCC2CC=CCC2)CC1 (stereo not given)	?	6%	16%	6%	0%	0%	-17%	-4%[57.5 µM]	i
CCCC(=O)c1ccc(OCc2cn(CC(=O)c3ccc(O)cc3)nn2)cc1	-7%	?	-19%	-2%	/	-13%	0%	-12%	i
O=C(c1ccccc1C(F)(F)F)N1CCN(S(=O)(=O)c2ccccc2)CC1	26%	-17%	11%	-1%	-4%	11%	-2%	-9%[57.5 µM]	i
CCOC(=O)C1=C(C)N=c2s/c(=C\c3ccc(C(=O)O)cc3)c(=O)n2C1c1ccc(OC)cc1OC (stereo not given)	/	11%	21%	8%	/	5%	?	-12%	i
CCCC(=O)N1c2ncnn2C2(CCCCC2)[C@@H]2CCCC[C@@H]21	24%	-2%	-17%	/	/	3%	11%	18%	/
COc1ccc(-c2nc(SCC(=O)NCC3CCCO3)c(-c3ccc(C)cc3)[nH]2)cc1OC (stereo not given)	14%	-1%	16%	/	/	-7%	2%	i	/
CC(=O)Oc1cccc(N2C(=O)C3CC=C(Cl)CC3C2=O)c1 (stereo not given)	25%	5%	14%	4%	0%	5%	-3%	i	i
COc1ccc(/C=N/NC(=O)CCCCCNC(=O)c2ccccc2)cc1	-12%	11%	5%	1%	-1%	-11%	6%	i	i
COc1ccccc1/C=N/NC(=O)CSc1ccc2ccccc2n1	-8%	-22%	22%	-11%	-2%	9%	0%	i	i
O=S(=O)(NCC1CC1)c1ccc(F)c(Cl)c1	21%	-18%	-8%	-10%	2%	5%	-19%	-11%	i
COc1ccccc1OCCNC(=O)c1ccccc1C	-2%	5%	10%	1%	1%	10%	3%	i	i
Cc1cc(C)c(S(=O)(=O)n2cnc3ccccc32)c(C)c1	-23%	4%	-8%	-1%	1%	-3%	3%	-2%[57.5 µM]	i
COc1ccccc1CNC(=O)Cn1cnc2ccccc2c1=O	-1%	2%	4%	-2%	-1%	-13%	0%	i	i
CCOc1cc(/C=N/NC(=O)c2ccc(-c3csc(Nc4ccc(C)cc4)n3)cc2)ccc1OCC(=O)O	10%	76%[activator]	30%	-11%	1%	-3%	-5%	i	i
Cc1ccc(CNC(=O)C2CCC(=O)N(CCCN3CCOCC3)C2)cc1 (stereo not given)	-23%	20%	16%	0%	0%	7%	-9%	-20%	i
CCCOC(=O)/C(C)=N\NC(=O)c1ccco1	-12%	-3%	-12%	1%	0%	-11%	-1%	-1%[57.5 µM]	i
CCOc1ccc(S(=O)(=O)n2ccc(C)n2)cc1	3%	1%	-8%	10%	0%	-6%	-1%	i	i
CCOC(=O)c1ccc(NS(=O)(=O)c2ccc(-c3coc(C)n3)cc2)cc1	?	-18%	6%	-1%	-4%	5%	?	i	i
Cc1ccc(NC(=O)c2ccc3c(c2)C(=O)N(Cc2cccnc2)C3=O)c(C)c1	1%	-8%	19%	2%	2%	-2%	0%	-16%	i
O=C(CSCc1ccc(F)cc1)N1CCOCC1	-10%	0%	15%	-5%	2%	-18%	10%	i	i
CC1(C(=O)Nc2ccc3c(c2)OCCO3)CCN1Cc1ccc(-c2ccccn2)cc1 (stereo not given)	17%	-20%	-26%	1%	/	-16%	2%	i	i
CCOc1ccc(N2CC(C(=O)NCc3ccc(F)cc3)CC2=O)cc1 (stereo not given)	-12%	-2%	0%	0%	?	-1%	16%	i	i
CN(C)c1ccc(C=C(c2nnnn2-c2ccccc2)c2nnnn2-c2ccccc2)cc1	-21%	17%	/	-2%	1%	6%	-14%	i	i
Cc1ccc(CO/N=C/C2=C(Cl)c3ccccc3CC2)cc1	7%	-21%	-25%	-17%	/	-5%	22%	i	i
Cc1cc(C)c(-n2[nH]nnc2=S)c(C)c1	-2%	-9%	0%	-4%	0%	-7%	-24%	i	i
COc1ccc2nc(Cl)cc(Cl)c2c1	8%	0%	-15%	-7%	-1%	4%	3%	i	i
CC12CCC(C(=O)N(CCCN3CCN(Cc4ccccc4)CC3)C1=O)C2(C)C (stereo not given)	8%	?	22%	-3%	2%	7%	15%	-13%	i
COc1ccc(-c2nn3c(=O)c(C)nnc3s2)cc1	-3%	-10%	-25%	-11%	-14%	-14%	-8%	i	i
CC(O)c1nc2ccccc2n1C(C)c1ccccc1 (stereo not given)	-29%	-38%	-4%	-3%	-1%	-23%	1%	i	i
CC1(Cc2ccccc2OC(F)(F)F)C(=O)Nc2ccc(-c3ccsc3)cc21 (stereo not given)	20µM*	?	40%	-61%[inhibitor]	/	-23%	-28%	i	i
O=C(COC(=O)c1ccccc1F)c1ccc(-n2nncc2-c2ccco2)cc1	?	13%	2%	-10%	-2%	-3%	5%	-48%[inhibitor][57.5 µM]	i
COc1ccc(NC(=O)C2CC(=O)n3cnnc3S2)cc1 (stereo not given)	7%	9%	15%	9%	-1%	-7%	-2%	-6%[57.5 µM]	i
O=C(COC(=O)CCN1C(=O)c2ccccc2C1=O)Nc1ccccc1[N+](=O)[O-]	-11%	7%	/	0%	-1%	4%	4%	-20%	i
O=C(CN1C(=O)CSc2ccc(S(=O)(=O)N3CCCCC3)cc21)NCc1ccccc1	2%	?	-3%	1%	0%	13%	0%	?	i
CC1(C)Cc2c(C#N)c(NCc3ccco3)nc(-c3ccco3)c2CO1	-5%	1%	14%	-9%	-2%	-2%	95%[activator]	i	-89%*
CCN(CC)C(=O)c1cccc(-c2csc(C(C)(O)c3ccncc3)n2)c1 (stereo not given)	0%	-25%	-15%	-3%	/	14%	-11%	-27%	i
Cc1nn2c(=O)cc(COC(=O)COc3ccccc3C)nc2s1	5%	-3%	5%	/	/	-4%	4%	i	/
O=C(CCC1COc2ccccc2O1)Nc1cccnc1 (stereo not given)	-8%	0%	24%	-15%	1%	7%	-4%	-3%[57.5 µM]	i
Cc1onc(-c2ccc(Cl)cc2Cl)c1-c1csc(N/N=C/c2ccccc2Cl)n1	-22%	?	25%	0%	-2%	0%	3%	i	i

A portion of the library; count on the stated rates, not on these rows.
